# Screening results: PubChem BioAssay, National Center for Advancing Translational Sciences (NCATS)
# Tau filament bind = qHTS Assay for Tau Filament Binding. Microtubule-associated protein tau (Homo sapiens), P10636. recombinant tau filaments, thioflavin S fluorescence, 15 h; filaments grown with octadecylsulfate alongside compound. Potency, µM (doses to about 57.1 µM), inactives show top-dose activity change, negative = inhibition. actives 2% (n = 71,000);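 further: potency means the concentration at half of the fitted maximal effect; on the % scale 0 is the no-effect control and ±100 the full control effect; actives lower thioflavin S fluorescence by blocking filaments or displacing dye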
#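 Recombinant tau protein (human, 1 uM final) plus 30 uM ODS in HEPES pH 7.4 with NaCl, DTT and thioflavine S. Compound present from the start; fluorescence at 510 nm after 15 h, 37 C.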
# Rhodamine autofl = qHTS Assay for Spectroscopic Profiling in Rhodamine Spectral Region; Rhodamine-region fluorescence, 547/598 nm, Tris buffer; hits give high values; AID 594, 2007; max dye-equivalent concentration, M; actives 0.05% (n = 59,000); in the data active means max dye-equivalent concentration above about 11 nM; inconclusive means between about 1.1 nM and that limit
#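 Steps: pin-transfer compounds into pH 8.0 Tris (100 mM), hold 15 min at room temperature, image with a 547/598 nm filter pair, and convert intensities to rhodamine-equivalent concentration using a six-point on-plate rhodamine series.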
# Casp7 inh = qHTS Assay for Allosteric/Competitive Inhibitors of Caspase-7; recombinant caspase-7, Ac-DEVD-AFC fluorescence rate; Potency, µM (doses to about 57.5 µM), for the others: at the highest dose activity change, negative = inhibition, hits mostly inhibitors; actives 0.02% (n = 75,000); active means well fitted inhibition curve with a large enough effect in the main read-out, with a control signal flat, not every such curve was filed as active; inconclusive means small, poorly fitted or top-dose-only effect, or a change in a side signal; further: potency means the concentration at half of the fitted maximal effect; % of control where 0% means no effect
# Target sequence (P55210 24-198 limits assumed): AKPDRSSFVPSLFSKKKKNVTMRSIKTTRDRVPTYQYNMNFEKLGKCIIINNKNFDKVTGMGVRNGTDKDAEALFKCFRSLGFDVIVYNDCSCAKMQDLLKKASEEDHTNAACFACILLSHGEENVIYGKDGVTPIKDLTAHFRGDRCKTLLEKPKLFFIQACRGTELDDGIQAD
# Target sequence (P55210 207-303 limits assumed): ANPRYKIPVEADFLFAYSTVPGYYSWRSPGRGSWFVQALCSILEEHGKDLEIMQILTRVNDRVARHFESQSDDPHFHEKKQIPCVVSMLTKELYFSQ
# ERK AVP inh = qHTS Assay for Inhibitors of the ERK Signaling Pathway using a Homogeneous Screening Assay | actives 0.99% (n = 72,000) | HEK293-V1b, vasopressin-stimulated pERK AlphaScreen | AID 995, 2007 | Potency, µM (doses to about 57.5 µM), for the others: at the highest dose activity, negative = inhibition, usual class: inhibitors; further: potency means the concentration at half of the fitted maximal effect; on the % scale 0 is the no-effect control and ±100 the full control effect; nearly all actives have a fitted effect of over 55% in size
#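 qHTS, compounds titrated on V1b-expressing HEK293 cells. Preincubation 30 min at 37C, vasopressin 25 nM for 5 min, lysis 10 min, bead incubation 5 hr at room temperature.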
# Fluorescein autfl = qHTS Assay for Spectroscopic Profiling in Fluorescein Spectral Region; max fluorescein-equivalent concentration, M; actives 0.91% (n = 59,000); Compound autofluorescence, 480/540 nm, fluorescein-equivalent; hits give high values; in the data active means max fluorescein-equivalent concentration above about 10 nM; inconclusive means between about 1.1 nM and that limit
#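 Fluorescein stocks ranging 3 mM down to 300 nM, plus DMSO blanks, were pinned alongside compounds to build a per-plate standard curve. Buffer: 100 mM Tris, pH 8.0. Incubation 15 min, room temperature; filters 480/540 nm.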
# HEK293 cAMP ctrl = qHTS Assay for Agonists of the Thyroid Stimulating Hormone Receptor: Activators of Intracellular cAMP Concentrations in Parental HEK 293 | actives 2.5% (n = 73,000) | parental HEK293 CNG cAMP sensor, membrane potential fluorescence | Potency, µM (top dose mostly 57.1 µM), inactives show at the top dose activation, hits mostly activators | AID 938, 2007; further: potency means the concentration at half of the fitted maximal effect; % of control where 0% means no effect; nearly all actives have a fitted effect of over 55% in size
#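 Parental HEK 293 cells stably expressing a modified CNG channel (no TSHR) report cAMP rise as membrane depolarization. Membrane potential dye with 100 uM RO 20-1724 was loaded for 60 min at room temperature, then compound added for 30 min; fluorescence read at 590 nm.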
# Luciferase inh = qHTS Assay for Inhibitors of Firefly Luciferase; Potency, µM (highest dose often 57.1 µM), for inactives: top-dose activity change, negative = inhibition, usual class: inhibitors; purified firefly luciferase, luminescence, 8 min; actives 2.2% (n = 72,000); Luciferin 4-monooxygenase (Photinus pyralis), P08659; further: potency means the concentration at half of the fitted maximal effect; on the % scale 0 is the no-effect control and ±100 the full control effect; nearly all actives have a fitted effect of over 40% in size
# Target sequence (P08659 whole entry, looked up): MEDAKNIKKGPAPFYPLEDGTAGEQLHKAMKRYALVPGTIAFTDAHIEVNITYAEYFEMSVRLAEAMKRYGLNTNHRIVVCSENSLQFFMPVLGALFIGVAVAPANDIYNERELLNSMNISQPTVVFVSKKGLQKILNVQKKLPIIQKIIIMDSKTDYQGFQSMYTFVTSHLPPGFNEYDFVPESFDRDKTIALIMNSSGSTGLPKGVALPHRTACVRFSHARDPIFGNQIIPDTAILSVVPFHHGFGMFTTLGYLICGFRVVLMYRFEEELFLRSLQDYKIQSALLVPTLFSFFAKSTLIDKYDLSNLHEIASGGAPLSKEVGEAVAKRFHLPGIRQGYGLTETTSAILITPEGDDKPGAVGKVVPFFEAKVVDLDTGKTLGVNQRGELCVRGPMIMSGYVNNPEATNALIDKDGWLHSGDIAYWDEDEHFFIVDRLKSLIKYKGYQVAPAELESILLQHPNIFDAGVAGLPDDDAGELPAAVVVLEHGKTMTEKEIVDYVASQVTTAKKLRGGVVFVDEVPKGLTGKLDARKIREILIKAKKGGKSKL
#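 Inhibition of light generation by firefly luciferase from ATP and luciferin was profiled with concentration-response curves per sample, ATP held at 10 uM within the enzyme's linear range. Plates were read by luminescence after an 8-minute ambient incubation.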
# Caspase-1 inhib = qHTS Assay for Allosteric/Competitive Inhibitors of Caspase-1. Caspase-1 enzyme, Ac-WEHD-AFC fluorogenic rate. Potency, µM (doses to about 57.5 µM), inactives show at the highest dose activity change, negative = inhibition, actives largely listed as inhibitors. actives 0.03% (n = 75,000);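 further: potency means the concentration at half of the fitted maximal effect; plate controls were vehicle for no effect and no substrate for full effect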
# A350 autofl = qHTS Assay for Spectroscopic Profiling in A350 Spectral Region. Compound autofluorescence, 340/450 nm, Alexa 350 dye-equivalents; hits give high values. max dye-equivalent concentration, M. actives 11% (n = 59,000). AID 590, 2007; in the data active means max dye-equivalent concentration above about 10 nM; inconclusive means mostly about 1.1 nM to 9.6 nM
# TexasRed autofl = qHTS Assay for Spectroscopic Profiling in Texas Red Spectral Region; actives 0.06% (n = 59,000); max dye-equivalent concentration, M; Compound fluorescence, Texas Red channel, 547/618 nm; hits give high values; in the data active means max dye-equivalent concentration above about 10 nM; inconclusive means between about 1.1 nM and that limit
#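 Compound titrations in 100 mM Tris pH 8.0 were incubated 15 min at room temperature and read at 547 nm excitation / 618 nm emission. Texas Red six-point standard curve on each plate converted fluorescence to dye-equivalent concentration.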
# 4-MU autofl = qHTS Assay for Spectroscopic Profiling in 4-MU Spectral Region; compound autofluorescence, 340/450 nm, 4-MU equivalents; hits give high values; max dye-equivalent concentration, M; actives 11% (n = 59,000); AID 589, 2007; in the data active means max dye-equivalent concentration above about 10 nM; inconclusive means mostly about 1.1 nM to 9.6 nM
#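 Compounds in 100 mM Tris, pH 8.0, sat 15 min at room temperature before fluorescence was read at 340 nm excitation/450 nm emission; a per-plate six-point 4-MU standard curve converted signals to dye-equivalent concentration at each compound concentration.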
# Active calls of the source: *; i = inactive; ? = inconclusive; . = no result given; [ ] = another dose, or the depositor's remark. Unless noted, the call rests on the fitted dose curve; in most records, active means well fitted curve in the direction sought with a large enough effect; inconclusive means small, poorly fitted or top-dose-only effect, or another doubt; inactive means no such curve, though single readings can be large; an effect the other way counts as inactive or inconclusive. Some of the compounds tested; rates above refer to the full screens.
# Sequence of screens – Tau filament bind, Rhodamine autofl, Casp7 inh, ERK AVP inh, Fluorescein autfl, HEK293 cAMP ctrl, Luciferase inh, Caspase-1 inhib, A350 autofl, TexasRed autofl, 4-MU autofl
- COc1ccc(CNC(=O)CSc2ncn[nH]2)cc1
  -1%, i, -1%, 0%, ?, 1%, -36%, -2%, ?, i, i
- CCOc1ccc(-c2nc(C#N)c(N3CCN(C)CC3)o2)cc1
  18%, i, -1%, ?, i, 12%, 1%, -1%, ?, i, ?
- O=C(NCC(=O)N(Cc1cccs1)C(C(=O)NC1CCCC1)c1ccncc1)c1ccco1 (stereo not given)
  11%, i, -7%, 9%, ?, 2%, -2%, -5%, i, ?, i
- COc1ccc(-c2cc(C(=O)NCc3ccccc3)no2)cc1OC
  111%, i, -1%, -2%, i, 9%, 0%, 1%, i, i, i
- CCOC(=O)C1CCN(C(=O)c2sc3nc(-c4ccccc4)cn3c2C)CC1
  4%, i, -6%, -1%, i, 14%, -2%, -5%, i, i, i
- COc1cccc(/C=N/n2c(C)nc3ccccc3c2=O)c1O
  -12%, i, -2%, -10%, i, 2%, 0%, -3%, ?, i, i
- COc1cc2c(cc1OC)C(c1ccccc1)N(C(=O)c1ccco1)CC2 (stereo not given)
  -4%, ., -2%, -13%, ., ?, 1%, 0%, ., ., .
- CC(C)(NO)/C(=N/O)c1ccc(Br)cc1
  -2%, ., 1%, 16%, ., 0%, 2%, 1%, ., ., .
- O=C(NCCCN1CCOCC1)c1cc2ccccc2oc1=O
  1%, i, 0%, 19%, i, ?, 2%, 0%, 2.6e-08M*, ?, 1.8e-08M*
- O=C(NC1CCCCCC1)C1C2C=CC3(CN(Cc4cccnc4)C(=O)C13)O2 (stereo not given)
  0%, ., -1%, 2%, ., 4%, -2%, ?, ., ., .
- COC(=O)c1ccccc1NC(=O)CN1CCN(C23CC4CC(CC(C4)C2)C3)CC1
  81%, i, 2%, -1%, i, 7.9µM*, 2%, 1%, i, i, i
- CN1C(=O)C(O)(CC(=O)c2ccc3c(c2)OCO3)c2ccccc21 (stereo not given)
  16%[11.4 µM], ., 2%, -14%, ., 15%[11.4 µM], 0%, -1%, ., ., .
- CC(C)c1nc(N2CCOCC2)c(C#N)c2c1CCCC2
  2%, i, 0%, 49%[activator], i, 13%, 0%, 0%, 3.6e-08M*, i, 3.9e-08M*
- CCOC(=O)c1oc2c(C)c(O)ccc2c(=O)c1-c1nncn1-c1ccccc1
  -4%, i, -1%, -21%, ?, 3%, 5%, -1%, ?, i, i
- COc1ccc(CCNC(=O)CSc2nnc(CNC(=O)c3ccco3)o2)cc1OC
  -2%, i, 0%, 12%, i, 5%, 2%, 1%, i, i, i
- COc1ccc(C)cc1NC(=O)C1CCCN1C(=O)OCc1ccccc1 (stereo not given)
  -2%, i, 1%, -3%, i, 12%, 1%, 2%, i, i, i
- CCOC(=O)C1=C(C)S/C(=C\N(C)C)C1=O
  -17%, ., -14%, -14%, ., ?, 0%, -15%, ., ., .
- O=S(=O)(Cc1ccccc1)NCC1CCCO1 (stereo not given)
  -9%, ., -2%, 8%, ., -9%, 1%, 0%, ., ., .
- O=C(OC1CCOC1=O)c1ccc(S(=O)(=O)N2CCCCCC2)cc1 (stereo not given)
  27%, i, -1%, 11%, ?, -7%, 2%, 1%, i, i, i
- Cn1c(=O)cc(SCC(=O)NCCCN2CCN(c3ccccc3F)CC2)c2ccccc21
  41%, i, -3%, -13%, i, 26%, 1%, -2%, i, i, i
- CCOP(=O)(c1ccccc1)c1nc(-c2ccccc2C)oc1N1CCCCC1 (stereo not given)
  ., i, ., ., i, ., 0%[25.5 µM], ., i, i, i
- CCN(CC)c1ccc(C2C(C(=O)OC)=C(C)NC(C)=C2C(=O)OC)cc1
  -19%, i, -4%, -5%, i, 16%, 3%, -7%, 1.4e-08M*, i, 1.2e-08M*
- CCOC(=O)c1cccc(NC(=O)CNS(=O)(=O)c2cccs2)c1
  -7%, i, 0%, -16%, i, 15%, 0%, 0%, i, i, i
- COc1ccc(-c2nnc(CSc3nnc(-c4ccncc4)n3C3CCCCC3)o2)cc1OC
  -16%, i, 1%, -11%, ?, -9%, 1%, 1%, i, i, i
- COC(=O)[C@@]1(Cc2ccc(F)cc2)[C@H]2c3cc(C(=O)N(C)C)n(Cc4ccc(C(F)(F)F)nc4)c3C[C@H]2CN1C(=O)c1ccccc1
  6%, ., -4%, 8%, ., ?, ., -3%, ., ., .
- CCCOC(=O)CCNc1n[nH]c(=O)[nH]c1=O
  9%, ., 0%, 12%, ., 1%, 0%, -2%, ., ., .
- Cc1cc(NC(=O)CN2CCC(O)(c3cccc(F)c3)CC2)no1
  -12%, i, 0%, -8%, i, 7%, 0%, -1%, ?, i, i
- COc1ccc(-n2nc3ccccc3n2)cc1
  4%, i, 0%, -10%, i, 8%, -11%, -1%, ?, ?, i
- CCC(C)NC(=O)CSc1nnc(-c2ccc(C(C)(C)C)cc2)n1C (stereo not given)
  6%, i, 0%, -19%, i, -1%, -1%, 1%, i, i, i
- Cn1c(=O)oc2cc(S(=O)(=O)NCCC(=O)N3CCc4ccccc43)ccc21
  16µM*, i, 0%, 12%, i, 4%, 0%, 1%, 3e-08M*, i, 2.7e-08M*

# Records above shown as hits in Tau filament bind:
compound,Tau filament bind,Rhodamine autofl,Casp7 inh,ERK AVP inh,Fluorescein autfl,Luciferase inh,Caspase-1 inhib,A350 autofl,TexasRed autofl,4-MU autofl
Cn1c(=O)oc2cc(S(=O)(=O)NCCC(=O)N3CCc4ccccc43)ccc21,16µM*,i,0%,12%,i,0%,1%,3e-08M*,i,2.7e-08M*

# Fetched one by one from the list above:
# Sequence of screens – Tau filament bind, Rhodamine autofl, Casp7 inh, ERK AVP inh, Fluorescein autfl, HEK293 cAMP ctrl, Luciferase inh, Caspase-1 inhib, A350 autofl, TexasRed autofl, 4-MU autofl
- Cn1c(=O)oc2cc(S(=O)(=O)NCCC(=O)N3CCc4ccccc43)ccc21
  16µM*, i, 0%, 12%, i, 4%, 0%, 1%, 3e-08M*, i, 2.7e-08M*
- COC(=O)[C@@]1(Cc2ccc(F)cc2)[C@H]2c3cc(C(=O)N(C)C)n(Cc4ccc(C(F)(F)F)nc4)c3C[C@H]2CN1C(=O)c1ccccc1
  6%, ., -4%, 8%, ., ?, ., -3%, ., ., .
- COc1ccc(-c2nnc(CSc3nnc(-c4ccncc4)n3C3CCCCC3)o2)cc1OC
  -16%, i, 1%, -11%, ?, -9%, 1%, 1%, i, i, i

# (cont.)
# Sequence of screens – Tau filament bind, Rhodamine autofl, Casp7 inh, ERK AVP inh, Fluorescein autfl, HEK293 cAMP ctrl, Luciferase inh, Caspase-1 inhib, A350 autofl, TexasRed autofl, 4-MU autofl
- CN(CC(=O)NCc1ccco1)S(=O)(=O)c1cccc2cccnc12
  7%, ., -2%, -25%, ., 3%, -6%, -1%, ., ., .
- O=C(Nc1cccc(Cl)c1)N(CCCN1CCOCC1)Cc1ccccc1F
  -23%, i, 0%, -14%, ?, 24%, -3%, 1%, i, i, i
- Cc1ccc(C)c(N(C)S(=O)(=O)c2cccc3nsnc23)c1
  ?, i, 0%, 17%, i, 17%, 0%, 2%, i, i, i
- Cc1ccc(S(=O)(=O)N(C)CC(=O)Nc2ccncc2)cc1
  0%, i, 1%, -25%, i, 18%, -3%, -2%, i, i, i
- O=[N+]([O-])c1ccc(Cl)cc1Cl
  2%, ., 0%, 36%[activator], ., 14%, ., -3%, ., ., .
- COc1cccc(CN2CCCC(C(=O)N3CCCCC3)C2)c1OC (stereo not given)
  -7%, i, 1%, 12%, i, ?, 3%, -1%, i, i, i
- CCCOc1ccc(/C(O)=C2\C(=O)C(=O)N(CCCN(C)C)C23C(=O)N(C)c2ccccc23)cc1 (stereo not given)
  -12%, i, 0%, -27%, i, -7%, 5%, -1%, ?, i, ?
- O=C(CCN1C(=O)C2CC=CCC2C1=O)N1CCN(c2ccccn2)CC1 (stereo not given)
  10%, i, -2%, -14%, ?, 0%, 2%, 1%, i, i, i
- CCn1c(SCC(=O)c2ccc(C)cc2)nnc1-c1ccoc1C
  6%, i, 2%, 16%, i, 34%, -13%, -1%, i, i, i
- COCCn1c(=O)c(C)nc2cnc(Nc3cccc(OC)c3)nc21
  -8%, i, -2%, -23%, i, 22%, 0%[11.4 µM], -3%, i, i, i
- CN(C)S(=O)(=O)c1cccc(-c2nnc(SCc3cc(Cl)cc4c3OCOC4)n2N)c1
  -1%, i, -3%[0.00368 µM], -9%, ?, 21%, 4%, -1%, i, i, i
- CCOC(=O)CN1C(=O)C2(OCCCO2)c2ccccc21
  -7%, i, -1%, -13%, i, 1%, 3%, -2%, i, i, i
- CCCN(CCC)CCCNC(=O)CS(=O)Cc1nc(-c2ccc(OC)c(OC)c2)oc1C (stereo not given)
  8%, i, 1%, 5%, i, 9%, 0%, -3%, i, i, i
